# RXFP1 antagonist = antagonists of human relaxin receptor RXFP1. Q9HBX9. HEK293-RXFP1, relaxin-stimulated cAMP HTRF, 30 min; hits give low values. activity change, negative = inhibition, % at 57.5 µM. hit rate 0.59% among 350,000;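 active = activity change of -60% or lower, but not beyond a set lower limit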; also: % is scaled to controls: 0 for no effect and ±100 for the full control effect
# D1 antag = blocks dopamine activation of the human D1 receptor; activity change, negative = inhibition, % at 10 µM; AID 504652; hit rate 3.2% among 360,000; HEK293 TREx D1 cells, calcium flux, dopamine EC80; hits give low values; P21728; in the data active = activity change below about -30%; also: % is scaled to controls: 0 for no effect and ±100 for the full control effect
# Target sequence (P21728 whole entry, looked up): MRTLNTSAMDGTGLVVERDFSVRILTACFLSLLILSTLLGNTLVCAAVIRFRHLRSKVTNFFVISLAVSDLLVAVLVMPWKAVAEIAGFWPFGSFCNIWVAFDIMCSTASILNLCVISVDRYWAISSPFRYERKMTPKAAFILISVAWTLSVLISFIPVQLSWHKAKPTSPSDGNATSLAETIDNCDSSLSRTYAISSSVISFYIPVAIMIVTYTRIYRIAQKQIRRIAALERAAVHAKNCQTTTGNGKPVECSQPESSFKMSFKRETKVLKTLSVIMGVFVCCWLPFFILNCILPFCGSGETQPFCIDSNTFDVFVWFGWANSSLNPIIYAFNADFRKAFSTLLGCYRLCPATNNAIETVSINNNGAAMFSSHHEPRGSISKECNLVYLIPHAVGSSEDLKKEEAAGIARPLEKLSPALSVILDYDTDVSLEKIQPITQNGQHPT
#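 Inducible Hek293 Trex D1 cells (tetracycline, overnight, 30 C). Calcium dye 30–90 min RT. Antagonist mode: EC80 dopamine added after 180 s compound read.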
# D2 agonist = activates the human D2 dopamine receptor; hit rate 0.53% among 340,000; HEK293 T-REx D2 cells, calcium flux agonist mode; activation, % at 2 µM; AID 485358;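 active = activation over 3 SD above normal in the single-dose calcium agonist read, cut at about 30% in these data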; also: 0% is about no effect
# Target sequence (P14416 whole entry, looked up): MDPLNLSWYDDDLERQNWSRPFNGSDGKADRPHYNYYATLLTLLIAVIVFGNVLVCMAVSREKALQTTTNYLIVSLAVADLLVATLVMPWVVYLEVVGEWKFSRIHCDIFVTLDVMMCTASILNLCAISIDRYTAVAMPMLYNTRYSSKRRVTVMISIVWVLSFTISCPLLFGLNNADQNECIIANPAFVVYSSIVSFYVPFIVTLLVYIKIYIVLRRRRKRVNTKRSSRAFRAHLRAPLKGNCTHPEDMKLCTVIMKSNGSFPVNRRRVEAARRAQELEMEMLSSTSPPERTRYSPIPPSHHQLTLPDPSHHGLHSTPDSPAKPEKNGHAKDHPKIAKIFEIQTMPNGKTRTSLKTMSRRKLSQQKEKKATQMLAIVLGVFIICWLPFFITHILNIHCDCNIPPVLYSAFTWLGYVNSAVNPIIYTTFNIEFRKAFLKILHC
#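 In this primary screen, compounds producing a positive calcium signal within 180 s of addition to tetracycline-induced, force-coupled HEK293 Trex D2 cells are flagged; cells are dye-loaded with a no-wash calcium kit beforehand.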
# D1 potentiator = enhances dopamine response at the human D1 receptor. potentiation, % at 10 µM. AID 504651. P21728. hit rate 0.036% among 360,000. HEK293 TREx D1 cells, calcium flux, dopamine EC20 potentiation; in the data active = potentiation above about 30%; also: 0% is about no effect
# TRHR enhancer = allosteric enhancers of human TRH receptor | P34981 | enhancement, % at 2 µM | hit rate 0.66% among 360,000 | TRHR cells, fluo-8 calcium fluorescence, EC20 TRH enhancement | AID 493056; in the data active = enhancement above about 30%; also: 0% is about no effect
#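 TRHR-expressing cells loaded with fluo-8 calcium dye were read kinetically (ex 480/em 530) during compound addition, then stimulated with an EC20 of TRH (10 nM final). Enhancement of the Gq-mediated intracellular calcium response was scored.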
# D2 PAM = positively modulates the human D2 dopamine receptor allosterically; HEK293 T-REx D2, calcium flux, EC20 dopamine potentiation; potentiation, % at 10 µM; hit rate 0.34% among 340,000; AID 485347;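 active = potentiation over 3 SD above the plate norm, cut at about 30% in these data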; also: 0% is about no effect
#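 Tetracycline-induced HEK293 T-REx cells force-coupled to calcium signalling expressed D2; compounds were pin-added after a 10 s baseline, read kinetically 180 s, then an EC20 dopamine challenge followed with a further 180 s calcium read.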
# D1 agonist = agonists of human D1 dopamine receptor; P21728; HEK293 T-REx D1 cells, calcium flux, agonist mode; activation, % at 2 µM; hit rate 1% among 360,000; AID 504660; also: 0% is about no effect
#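 Tetracycline-induced HEK293 TREx D1 cells, force-coupled to calcium signalling, were dye-loaded with a no-wash calcium kit. Compound was pin-added after a 10 s baseline. Fluorescence was read kinetically at 1 cycle/s for 180 s, with calcium rises flagged as agonism.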
# TRHR ag = agonists of human TRH receptor; P34981; hit rate 0.18% among 360,000; TRHR cells, calcium flux fluo-8, FDSS agonist mode; activation, % at 2 µM; also: 0% is about no effect
#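 Steps: seed TRHR cells overnight; add fluo-8 no-wash Ca dye, RT 30 min–1.5 h; record 10 s baseline; pin-transfer compounds; monitor fluorescence 1 cycle/s for the agonist window. Calcium increases flag candidate agonists.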
# D2 antagonist = antagonists of human D2 dopamine receptor; inhibition, % at 10 µM; AID 485344; P14416; HEK293 TREx D2 cells, calcium flux, dopamine EC80; hit rate 2% among 340,000; in the data active = inhibition above about 30%; also: 0% is about no effect
#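 Calcium mobilization kinetics were recorded at 1 s intervals in tetracycline-induced HEK293 T-REx D2 cells, first for 180 s after compound addition and then 180 s after EC80 dopamine.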
# * marks the source's active call; other numbers are inactive results; / = not tested or not shown; & = joins results of further samples. Rule as the data show it, unless noted: active = activation above about 30%; inactive = the rest.
(1) Cc1ccc2c(c1)[C@@H]1CN(C)CC[C@@H]1N2S(=O)(=O)c1ccc([N+](=O)[O-])cc1
(2) COc1ccc(-c2nnc(SCC(=O)Nc3nc4ccccc4s3)n2C)cc1
(3) CN(C)CCCNC(=O)c1ccc(Cl)c(S(=O)(=O)N(C)c2ccccc2)c1
(4) CCC(C)NC(=O)[C@H]1N2C(=O)c3ccccc3C2SC1(C)C (stereo partly drawn)
(5) CC1(C)Oc2ccccc2OC1(O)c1ccc2ccccc2n1 (stereo not drawn)
(6) COc1ccc(NC2CCCN(C(=O)c3c(C)noc3C)C2)cc1 (stereo not drawn)
screen / no. | 1 | 2 | 3 | 4 | 5 | 6
RXFP1 antagonist | -5 | 7 | -4 | 2 | -5 | 6
D1 antag | -1 | -1 | -15 | -15 | -20 | -1
D2 agonist | 0.6 | 0.5 | 0.2 | 0.8 | -0.3 | 1.9
D1 potentiator | -1 | -9 | 3 | 1 | 7 | 0
TRHR enhancer | 3 | -1 | 4 | -1 | 2 | 1
D2 PAM | 12 | 0 | 4 | -3 | 9 | -2
D1 agonist | 60* | 0 | 7 | 2 | 5 | 2
TRHR ag | 0.0 | -0.9 | 0.0 | 0.0 | 0.0 | 0.8
D2 antagonist | -9 | 8 | -2 | 4 | -24 | 2

(7) CCOc1ccccc1CNc1ccc2cc(S(=O)(=O)N3CCC(C)CC3)ccc2n1
(8) Cc1ccc(Sc2cc(NCCCO)c([N+](=O)[O-])c3nonc23)cc1
(9) O=c1nc(NCc2ccccc2Cl)cn[nH]1
(10) COc1ccc(CNS(=O)(=O)c2cc3c4c(c2)CCN4C(=O)CC3)cc1
(11) COC(=O)C(C(=O)OC)C(CC(=O)c1ccc(C)cc1)c1cc(OC)c(OC)c(OC)c1 (stereo not drawn)
(12) CCOc1ccc(NC(=O)CCc2c(C)nc3c(-c4ccccc4)c(C)nn3c2C)cc1
screen / no. | 7 | 8 | 9 | 10 | 11 | 12
RXFP1 antagonist | -6 | 11 | -9 | -9 | -8 | /
D1 antag | 1 | 2 | -1 | -23&-8 | -4 | -11
D2 agonist | -0.5 | 1.6 | 0.1 | 1.9 | -0.6 | 0.5
D1 potentiator | -3 | 3 | 0 | 5&1 | -6 | -5
TRHR enhancer | -4 | 5 | 0 | 1&-1 | 6 | 48*
D2 PAM | -1 | 1 | -2 | 7&0 | -1 | 4
D1 agonist | 1 | 10 | 3 | 1&0 | 3 | 2
TRHR ag | 0.4 | 0.4 | 1.0 | -0.5&-1.2 | 0.7 | 0.4
D2 antagonist | / | 2 | -7 | -5 | -14 | /

(13) CN(C1=C(NC(=O)c2ccc(Cl)cc2)C(=O)c2ccccc2C1=O)c1ccccc1
(14) N#C/C(=C\c1ccc[nH]1)S(=O)(=O)c1ccccc1
(15) O=C(c1ccc(S(=O)(=O)Nc2cccc(C(F)(F)F)c2)cc1)N1CCN(c2ccccc2O)CC1
(16) COc1ccc(C2CC(C(F)(F)F)n3nc(C(=O)NCCN4CCOCC4)cc3N2)cc1 (stereo not drawn)
(17) CC1CCCN(C(=S)Nc2ccc(F)cc2)C1 (stereo not drawn)
(18) CCN(CC)Cc1cc(NC2=NS(=O)(=O)c3ccccc32)ccc1OC(=O)C(C)C
screen / no. | 13 | 14 | 15 | 16 | 17 | 18
RXFP1 antagonist | -11 | 17 | -20 | 0 | -8 | 4
D1 antag | -5 | -32* | -9 | -2 | 4 | -13
D2 agonist | -2.8 | -2.7 | -0.5 | 0.1 | 0.5 | -1.2
D1 potentiator | 15 | -2 | -2 | -4 | -7 | -4
TRHR enhancer | 4 | -1 | 7 | -3 | -5 | 10
D2 PAM | 1 | 24 | 2 | -7 | -2 | -7
D1 agonist | 6 | 20 | 8 | 3 | 3 | 2
TRHR ag | -0.1 | 1.7 | -0.5 | 0.5 | 0.4 | 0.0
D2 antagonist | -19 | -19 | -4 | -11 | -4 | -5

(19) Cc1noc(C)c1COC(=O)c1ccc2ccccc2n1
(20) CCOC(=O)Cn1c(CN2CCN(C(c3ccccc3)c3ccccc3)CC2)nc2c1c(=O)n(C)c(=O)n2C
(21) O=C(Nc1cccnc1)Nc1ccc2c(c1)OCO2
(22) O=C(Nc1ccc(Br)cc1)c1csc(-c2ccncc2)n1
(23) CCOc1ncccc1C(=O)N1CCN(S(=O)(=O)c2cccs2)CC1
(24) COc1cc(C2C(C#N)=C(N)Oc3cc4c(cc32)OCO4)cc(OC)c1OC (stereo not drawn)
screen / no. | 19 | 20 | 21 | 22 | 23 | 24
RXFP1 antagonist | 2 | -11 | -14 | -21 | 2 | -4
D1 antag | -2 | 10 | 16 | -3 | 1 | -5
D2 agonist | -1.1 | -2.3 | 0.8 | 0.7 | -1.2 | -0.1
D1 potentiator | 8 | -5 | -3 | -10 | 3 | 1
TRHR enhancer | -2 | -3 | 1 | -5 | 12 | 12
D2 PAM | 1 | -3 | -4 | 0 | 1 | 0
D1 agonist | 12 | 0 | 0 | 1 | 3 | 0
TRHR ag | -0.2 | 0.2 | 0.2 | -1.9 | 0.8 | -0.7
D2 antagonist | -7 | 5 | -2 | 0 | -8 | -11

(25) CCCN(C(=O)c1cc2c(s1)-c1c(C)cccc1OC2)c1ccc(OCC)cc1
(26) NS(=O)(=O)c1ccc(CCNC(=O)CCn2c(=O)c3cccn3c3cccnc32)cc1
(27) CCOc1ccc(S(=O)(=O)NCc2cccs2)cc1
(28) Cc1c(OCC(=O)NCC(O)c2ccccc2)ccc2c(-c3ccccc3)cc(=O)oc12 (stereo not drawn)
(29) CC(=O)Oc1ccc(OC(C)=O)c2c1CC(C)=C(C)C2
(30) Cc1ccc(OCc2nc(-c3ccc(C(=O)NCCc4ccc(S(N)(=O)=O)cc4)cc3)oc2C)cc1
screen / no. | 25 | 26 | 27 | 28 | 29 | 30
RXFP1 antagonist | -15 | -3 | 2 | / | -8 | -9
D1 antag | 21 | 11 | -8 | 2 | -20 | 23
D2 agonist | -0.1 | 0.5 | -1.4 | 2.3 | 1.8 | -0.4
D1 potentiator | 4 | 0 | 1 | 0 | -12 | -3
TRHR enhancer | -6 | 1 | -6 | -7 | 6 | 7
D2 PAM | 15 | -1 | 3 | -1 | 14 | 1
D1 agonist | 1 | 0 | 4 | 2 | 2 | 1
TRHR ag | 0.0 | 0.0 | -2.6 | 0.3 | 2.4 | 0.1
D2 antagonist | / | / | -3 | -7 | -7 | /

(31) CCN(CC)CCCNC(=O)CCCn1ncn2c(cc3occc32)c1=O
(32) CC(O)CSc1nc2c(c(=O)[nH]c(=O)n2C)n1Cc1ccccc1Cl (stereo not drawn)
(33) COc1ccc(OC)c(Nc2nc3nonc3nc2N2CCCC(C)C2)c1 (stereo not drawn)
(34) CCc1nc2ccc(C(=O)N3CCN(c4ccc(Cl)cc4)CC3)cc2nc1CC
(35) COc1ccc(CCNC(=O)Cn2nc(C)c3c(C)n(-c4ccccc4)nc3c2=O)c(OC)c1
(36) N#Cc1cccc(Oc2ccc(S(=O)(=O)N3CCCC3)cn2)c1
screen / no. | 31 | 32 | 33 | 34 | 35 | 36
RXFP1 antagonist | 7 | 11 | 2 | -5&-17 | 17 | 5
D1 antag | 16 | 3 | 5 | 1&6 | 36 | 4
D2 agonist | 0.1 | -0.6 | 2.5 | -0.6 | / | -0.8
D1 potentiator | -5 | -10 | 0 | -9&-2 | -4 | 0
TRHR enhancer | 3 | -6 | 16 | -6&4 | -1 | -2
D2 PAM | 5 | 2 | 11 | 1&-3 | 6 | -11
D1 agonist | -1 | -1 | 3 | 2&3 | 4 | 3
TRHR ag | -0.2 | -2.0 | 0.2 | -0.2&-0.8 | -0.9 | -0.3
D2 antagonist | / | 3 | 12 | -6 | / | 35*

# Marked active in D1 agonist (from the list above):
item | Molecule | RXFP1 antagonist | D1 antag | D1 potentiator | TRHR enhancer | D2 PAM | D1 agonist | D2 antagonist
1 | Cc1ccc2c(c1)[C@@H]1CN(C)CC[C@@H]1N2S(=O)(=O)c1ccc([N+](=O)[O-])cc1 | -5 | -1 | -1 | 3 | 12 | 60* | -9

# Remaining list, next part.
(37) O=C(NCc1ccccc1)N(Cc1cc2cc3c(cc2[nH]c1=O)OCCO3)CC1CCCO1 (stereo not drawn)
(38) Cc1ccc(C)c(NC(=S)NNC(=O)c2csc(C(C)C)c2)c1
(39) COc1ccc(C(=O)OCC(=O)Nc2cc(C)on2)cc1S(=O)(=O)N1CCOCC1
(40) CCOc1ccc(NC(=O)CN(C)C(=O)c2cc(C)oc2C)cc1OCC
(41) NC(=O)C1CCN(C(=O)CC2C(=O)NCCN2Cc2cccc(Oc3ccccc3)c2)CC1 (stereo not drawn)
(42) O=C(NCCN1C(=O)S/C(=C\c2ccccc2)C1=O)C1CCN(S(=O)(=O)c2cccs2)CC1
(43) O=S(=O)(c1ccc(Cl)cc1)N1CCC2(CC1)CO2
(44) Cc1ccccc1N1CCN(CC(=O)Nc2ccccc2C(=O)NC2CC2)CC1
screen / no. | 37 | 38 | 39 | 40 | 41 | 42 | 43 | 44
RXFP1 antagonist | -18 | -1 | -1 | -11 | 3 | / | -6 | 1
D1 antag | 1 | 10 | 10 | 11 | -2 | -9 | -2 | -4
D2 agonist | -0.5 | / | 1.8 | 0.0 | -0.4 | 1.3 | 1.3 | -1.2
D1 potentiator | -6 | 3 | 1 | -2 | -2 | -2 | -2 | -11
TRHR enhancer | -4 | 2 | -12 | 6 | -4 | -2 | -7 | -3
D2 PAM | 1 | / | 4 | 7 | -7 | -11 | -4 | -4
D1 agonist | 1 | 0 | 1 | 3 | 1 | 12 | 4 | 0
TRHR ag | -0.6 | -0.5 | -0.5 | 0.2 | -0.3 | 0.0 | -0.1 | 0.6
D2 antagonist | 12 | / | 1 | 12 | -3 | 33* | 7 | 13

# Reformatted: results already given
# Values run as follows: RXFP1 antagonist, D1 antag, D2 agonist, D1 potentiator, TRHR enhancer, D2 PAM, D1 agonist, TRHR ag, D2 antagonist
19. Cc1noc(C)c1COC(=O)c1ccc2ccccc2n1
  2, -2, -1.1, 8, -2, 1, 12, -0.2, -7
20. CCOC(=O)Cn1c(CN2CCN(C(c3ccccc3)c3ccccc3)CC2)nc2c1c(=O)n(C)c(=O)n2C
  -11, 10, -2.3, -5, -3, -3, 0, 0.2, 5
21. O=C(Nc1cccnc1)Nc1ccc2c(c1)OCO2
  -14, 16, 0.8, -3, 1, -4, 0, 0.2, -2
22. O=C(Nc1ccc(Br)cc1)c1csc(-c2ccncc2)n1
  -21, -3, 0.7, -10, -5, 0, 1, -1.9, 0

# Full records as entered above. Order of values: RXFP1 antagonist | D1 antag | D2 agonist | D1 potentiator | TRHR enhancer | D2 PAM | D1 agonist | TRHR ag | D2 antagonist
# CCOc1ccc(NC(=O)CN(C)C(=O)c2cc(C)oc2C)cc1OCC in the list: -11 | 11 | 0.0 | -2 | 6 | 7 | 3 | 0.2 | 12
# Cc1ccccc1N1CCN(CC(=O)Nc2ccccc2C(=O)NC2CC2)CC1 in the list: 1 | -4 | -1.2 | -11 | -3 | -4 | 0 | 0.6 | 13
# O=C(NCc1ccccc1)N(Cc1cc2cc3c(cc2[nH]c1=O)OCCO3)CC1CCCO1 (stereo not drawn) in the list: -18 | 1 | -0.5 | -6 | -4 | 1 | 1 | -0.6 | 12

# Assay outcomes from PubChem BioAssay.

# Random draw from the library, and some 7.3% of all compounds hit somewhere here.
